BRCT inh red – BRCT-phosphoprotein interaction inhibition (red fluorophore); actives 0.03% (n = 75,000); BRCT-phosphopeptide binding, red fluorescence polarization; P38398; Potency, µM (highest dose often 76.9 µM), for the others: at the highest dose activity change, negative = inhibition, most hits filed as inhibitors; further: on the % scale 0 is the no-effect control and ±100 the full control effect
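Fluorescence polarization: 100 nM His-tagged BRCA1 BRCT with 100 nM TAMRA-labelled phospho-BACH1 decapeptide, phosphate buffer pH 7.3 with 150 mM NaCl, DTT, 0.01% Tween 20; 12 min RT. Binding inhibition seen as FP decrease.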
Caspase-7 inhib – caspase-7 (human) inhibition, allosteric or competitive; actives 0.02% (n = 75,000); recombinant caspase-7, Ac-DEVD-AFC fluorescence rate; P55210; Potency, µM (series often up to 57.5 µM), without a hit: at the highest dose activity change, negative = inhibition, usual class: inhibitors; active means well fitted inhibition curve with a large enough effect in the main read-out, with a control signal flat, not every such curve was filed as active; further: potency means the concentration at half of the fitted maximal effect; % of control where 0% means no effect
Caspase-1 inhib – caspase-1 (human) inhibition, allosteric or competitive; actives 0.03% (n = 75,000); Caspase-1 enzyme, Ac-WEHD-AFC fluorogenic rate; P29466; Potency, µM (top dose mostly 57.5 µM), for inactives: top-dose activity change, negative = inhibition, hits mostly inhibitors;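 further: potency means the concentration at half of the fitted maximal effect; plate controls were vehicle for no effect and no substrate for full effect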
BRCT PPI green – BRCA1 BRCT-phosphoprotein interaction inhibition; BRCA1 BRCT-phosphopeptide binding, green fluorescence polarization; Potency, µM (top dose mostly 76.9 µM), for inactives: at the top dose activity change, negative = inhibition, usual class: inhibitors; actives 0.05% (n = 75,000);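 further: potency means the concentration at half of the fitted maximal effect; plate controls were peptide without protein for full effect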
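Compounds were incubated for 12 min at room temperature with a complex of 100 nM fluorescein-tagged pBACH1 decapeptide and 250 nM His-tagged BRCT protein. Buffer was phosphate pH 7.3 with EDTA, DTT and Tween 20. Disruption of binding lowers the polarization signal.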
Active calls of the source: *. Unless noted, the call rests on the fitted dose curve; in most records, active means well fitted curve in the direction sought with a large enough effect; inconclusive means small, poorly fitted or top-dose-only effect, or another doubt; inactive means no such curve, though single readings can be large; an effect the other way counts as inactive or inconclusive. Some of the compounds tested; rates above refer to the full screens.

SMILES	BRCT inh red	Caspase-7 inhib	Caspase-1 inhib	BRCT PPI green
C[C@]12CCC3C(CC[C@]4(O)C[C@@H](O)CC[C@]34C=O)[C@@]1(O)CC[C@@H]2C1=CC(=O)OC1 (stereo partly specified)	-0.1%	-0.7%	0.6%	0.2%
CCCN1[C@@H]2C[C@@H](O)CC[C@@H]2C[C@H]1C(=O)OC	-0.1%	-2.5%	-1.5%	-0.9%
O=C1C=C2C=C[C@@H]3C[C@@]2(O1)[C@H]1CCCCN31	2.1%	0.3%	0.8%	-1.8%

Copied from the results shown (two entries):
SMILES	BRCT inh red	Caspase-7 inhib	Caspase-1 inhib	BRCT PPI green
CCCN1[C@@H]2C[C@@H](O)CC[C@@H]2C[C@H]1C(=O)OC	-0.1%	-2.5%	-1.5%	-0.9%
O=C1C=C2C=C[C@@H]3C[C@@]2(O1)[C@H]1CCCCN31	2.1%	0.3%	0.8%	-1.8%

Looked up above:
`O=C1C=C2C=C[C@@H]3C[C@@]2(O1)[C@H]1CCCCN31` @ BRCT PPI green: -1.8%
`C[C@]12CCC3C(CC[C@]4(O)C[C@@H](O)CC[C@]34C=O)[C@@]1(O)CC[C@@H]2C1=CC(=O)OC1` (stereo partly specified) @ Caspase-7 inhib: -0.7%

Looked up one by one from above:
SMILES	BRCT inh red	Caspase-7 inhib	Caspase-1 inhib	BRCT PPI green
C[C@]12CCC3C(CC[C@]4(O)C[C@@H](O)CC[C@]34C=O)[C@@]1(O)CC[C@@H]2C1=CC(=O)OC1 (stereo partly specified)	-0.1%	-0.7%	0.6%	0.2%
CCCN1[C@@H]2C[C@@H](O)CC[C@@H]2C[C@H]1C(=O)OC	-0.1%	-2.5%	-1.5%	-0.9%

Screening data as filed in PubChem BioAssay.
